MBNL1-CUG inh = inhibitors of human MBNL1 binding to CUG repeat RNA. TR-FRET MBNL1-His/biotin-(CUG)12 binding, 665/545 ratio. Potency, µM (top dose mostly 57.5 µM), inactives show top-dose activity change, negative = inhibition, hits mostly inhibitors. actives 0.036% (n = 280,000). AID 2675; active = well fitted inhibition curve with a large enough effect in the signal ratio, with a control signal flat, not every such curve was filed as active; inconclusive = small, poorly fitted or top-dose-only effect, or effect the other way, or a change in a side signal; inactive = no such curve, though single readings can be large or run the other way; the % refers to the signal ratio; note: potency is the fitted concentration of half-maximal effect; % is set by controls: 0 for no effect and ±100 for the full control effect
Target sequence (Q9NR56 whole entry, looked up): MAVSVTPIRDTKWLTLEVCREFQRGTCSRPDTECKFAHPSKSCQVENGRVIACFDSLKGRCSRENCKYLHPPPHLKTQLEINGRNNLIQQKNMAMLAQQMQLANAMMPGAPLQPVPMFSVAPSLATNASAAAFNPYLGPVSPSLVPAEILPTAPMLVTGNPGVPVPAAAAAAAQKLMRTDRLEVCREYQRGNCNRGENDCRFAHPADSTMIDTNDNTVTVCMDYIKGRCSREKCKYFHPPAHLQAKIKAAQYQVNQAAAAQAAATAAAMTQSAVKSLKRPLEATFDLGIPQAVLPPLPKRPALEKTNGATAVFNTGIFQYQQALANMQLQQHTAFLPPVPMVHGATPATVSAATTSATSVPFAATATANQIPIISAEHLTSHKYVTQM
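His-tagged MBNL1 binding to biotinylated (CUG)12 RNA was measured by TR-FRET using terbium anti-His antibody (0.055 ng/ul final) and streptavidin-XL665 (5 nM final). Compounds were titrated 92 nM to 58 uM; 60 min at room temperature.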
GALK inhibitor = inhibitors of human galactokinase; P51570; Purified GALK, Kinase-Glo residual ATP luminescence; Potency, µM (titrated, usually from 57.5 µM), without a hit: at the top dose activity change, negative = inhibition, hits mostly inhibitors; actives 0.007% (n = 270,000); AID 1868; note: potency is the fitted concentration of half-maximal effect; % is set by controls: 0 for no effect and ±100 for the full control effect
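Compounds were pin-transferred into ATP buffer (35 uM final), then GALK plus galactose (5 nM, 100 uM final) was added. After 1 h at room temperature, Kinase-Glo Plus was added and luminescence read after 10 min.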
Mito fusion act = inhibitors of mitochondrial division or activators of mitochondrial fusion; S. cerevisiae fusion-defective mutant growth rescue, CellTiterGlo 48 h; Potency, µM (doses to about 46.1 µM), without a hit: at the top dose growth rescue (activation), hits mostly activators; actives 0.23% (n = 320,000); AID 485298;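 note: potency is the fitted concentration of half-maximal effect; % of control where 0% means no effect; nearly all actives have a fitted effect of over 45% in size; temperature-sensitive fusion mutants such as fzo1-1 at 37 °C on non-fermentable ethanol glycerol medium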
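Read-out: ATP-based luminescence (CellTiterGlo, 10 min ambient) reporting growth of fusion-defective ts yeast after 48 hours at 37C on glycerol/ethanol YPEG medium in the presence of compound.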
USP2a block = USP2a (human) protease inhibition | Potency, µM (top dose mostly 38.3 µM), inactives show at the top dose activity change, negative = inhibition, usual class: inhibitors | actives 0.01% (n = 330,000) | USP2 core, Ub-CHOP2 coupled fluorogenic reporter, 485/531;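 note: potency is the fitted concentration of half-maximal effect; plate controls were DMSO wells for no effect and full inhibition by NEM control for full effect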
Target sequence (O75604 whole entry, looked up): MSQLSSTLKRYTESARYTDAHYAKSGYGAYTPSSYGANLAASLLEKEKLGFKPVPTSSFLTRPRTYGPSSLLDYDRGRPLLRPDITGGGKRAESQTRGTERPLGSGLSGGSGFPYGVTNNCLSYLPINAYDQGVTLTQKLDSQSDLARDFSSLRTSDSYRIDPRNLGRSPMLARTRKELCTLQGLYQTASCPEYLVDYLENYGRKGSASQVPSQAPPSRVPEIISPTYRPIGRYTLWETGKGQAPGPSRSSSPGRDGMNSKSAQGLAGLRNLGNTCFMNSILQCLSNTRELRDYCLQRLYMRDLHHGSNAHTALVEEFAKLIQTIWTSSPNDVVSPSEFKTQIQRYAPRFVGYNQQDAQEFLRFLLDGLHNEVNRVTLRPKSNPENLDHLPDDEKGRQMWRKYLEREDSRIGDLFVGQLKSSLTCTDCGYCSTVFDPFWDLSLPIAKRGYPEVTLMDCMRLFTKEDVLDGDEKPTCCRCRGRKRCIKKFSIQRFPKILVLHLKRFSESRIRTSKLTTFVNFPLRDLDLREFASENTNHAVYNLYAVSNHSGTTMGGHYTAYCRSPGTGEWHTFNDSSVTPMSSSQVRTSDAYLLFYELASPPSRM
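USP2 core (10nM final) preincubated 30min RT with compound in 20mM Tris-HCl pH 8.0, 2mM CaCl2, 2mM beta-mercaptoethanol, 0.05% CHAPS; 25nM Ub-CHOP2 plus 25nM reporter substrate added, fluorescence (Ex485/Em531) read after 60min.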
Chronic BCR inh = blocks chronic active B-cell receptor signaling | ABC-DLBCL IkBa-CBG/CBR reporter, luminescence ratio, 4 h | Potency, µM (doses to about 46.1 µM), inactives show at the highest dose ratio change, negative = lower green/red ratio, actives largely listed as inhibitors | actives 0.05% (n = 340,000); active = well fitted inhibition curve with a large enough effect in the signal ratio, with a control signal flat, not every such curve was filed as active; inconclusive = small, poorly fitted or top-dose-only effect, or effect the other way, or a change in a side signal; the % refers to the signal ratio;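 note: potency is the fitted concentration of half-maximal effect; plate controls were basal doxycycline-induced cells for no effect and cells given 10 µM MG132 for full effect; MG132 reads +100%, hits lower the ratio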
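TMD8 human ABC-DLBCL cells with doxycycline-inducible IκBα–green luciferase fusion and unfused red luciferase, in 0.5% FBS medium; compounds up to 46 uM, 4 h at 37C. Green/red luminescence ratio, filter-overlap corrected, fitted to concentration-response curves.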
TSHR antagonist = antagonists of human thyroid stimulating hormone receptor; P16473; activity change, negative = inhibition, % at 11.5 µM; TSHR-expressing cells, TSH-stimulated cAMP HTRF, 2 h; active compounds read low; actives 0.2% (n = 330,000);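 active = activity change below a set negative limit, meaning inhibition stronger than a set level, cut at about -70% in these data; inconclusive = activity change between two set negative limits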; note: % is set by controls: 0 for no effect and ±100 for the full control effect
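Competitive HTRF cAMP read-out (cryptate anti-cAMP antibody, cAMP-d2; 30 min, room temperature) in freshly harvested TSHR cells. Compounds added before TSH at EC80 (4nM final), followed by 2 hours' incubation at 37 deg C.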
KCNH2 WT inh = blocks the wildtype human KCNH2 potassium channel. activity change, % at 1.84 µM. U2OS, BacMam KCNH2, thallium flux FluxOr; active compounds read low. actives 0.37% (n = 340,000). AID 720551;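 active = maximum activity change below -70%; inconclusive = maximum activity change between -70% and -50%; inactive = maximum activity change above -50%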; note: % is set by controls: 0 for no effect and ±100 for the full control effect
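U2OS cells transduced with wild-type KCNH2 virus are loaded with FluxOr dye for 45 min, and thallium flux is measured in kinetic reads before and after stimulation buffer. Rate constants are normalized to DMSO controls.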
Eya2 phos inh = inhibitors of human Eya2 phosphatase activity; O00167; recombinant Eya2, OMFP fluorescence dephosphorylation (OMFP is methylfluorescein phosphate); Potency, µM (titrated, usually from 76.9 µM), without a hit: top-dose activity, negative = inhibition, usual class: inhibitors; actives 0.006% (n = 330,000); AID 488837; note: potency is the fitted concentration of half-maximal effect; % is set by controls: 0 for no effect and ±100 for the full control effect
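Eya2 (0.2 uM) preincubated 10 min at ambient with compound, then OMFP substrate added at 50 uM; 10 min reaction in 50 mM HEPES pH 7.5, 50 mM NaCl, 5 uM MgCl2, 0.05% BSA, 1 mM DTT. Fluorescence read at Ex 485/Em 525 nm.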
ASM inhibitor = inhibitors of human secretory acid sphingomyelinase; P17405; placental ASM, HMU-PC fluorogenic substrate, 60 min; Potency, µM (doses to about 57.5 µM), without a hit: at the top dose activity change, negative = inhibition, most hits filed as inhibitors; actives 0.006% (n = 340,000); AID 504937; note: potency is the fitted concentration of half-maximal effect
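Steps: dispense placental human ASM, pin compound, wait 10 min at room temperature, add HMU-PC0 substrate at 9 uM final, incubate 60 min at 37 °C, add stop solution raising pH to 10, read fluorescence.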
Menin MLL FP TR = menin-MLL binding inhibition, Texas Red mutant peptide. O00255. Menin + Texas Red MLL mutant peptide, fluorescence polarization. Potency, µM (top dose mostly 61.6 µM), inactives show at the highest dose FP activity change, negative = inhibition, usual class: inhibitors. actives 0.23% (n = 270,000). AID 1768; active = well fitted inhibition curve with a large enough effect in the polarisation, with a control signal flat, not every such curve was filed as active; inconclusive = small, poorly fitted or top-dose-only effect, or effect the other way, or a change in a side signal; inactive = no such curve, though single readings can be large or run the other way; the % refers to the polarisation; note: potency is the fitted concentration of half-maximal effect; % of control where 0% means no effect; many of its hits are not listed in these tables
PKM2 activator = activators of human pyruvate kinase M2; Potency, µM (series often up to 57.5 µM), for the others: at the top dose activation, most hits filed as activators; AID 1631; P14618; purified PKM2, Kinase-Glo ATP luminescence, activation; response scale: 0% is enzyme alone, no compound; actives 0.34% (n = 260,000); note: potency is the fitted concentration of half-maximal effect; % is set by controls: 0 for no effect and ±100 for the full control effect; nearly all actives have a fitted effect of over 55% in size
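Purified hPK-M2 (>95%) run at intermediate activity with 0.1 mM ADP and 0.5 mM PEP in 50 mM imidazole pH 7.2, KCl, MgCl2; 1 h room temperature. ATP formed read by Kinase-Glo luminescence; normalized to uninhibited and no-enzyme controls.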
Numbers without * were called inactive; i = inactive; ? = inconclusive; nt = not tested or not shown; & = joins results of further samples; [ ] = remark or other dose. Unless noted, calls come from the whole dose curve; as a rule, active = well fitted curve in the direction sought with a large enough effect; inconclusive = small, poorly fitted or top-dose-only effect, or another doubt; inactive = no such curve, though single readings can be large; an effect the other way counts as inactive or inconclusive. The list is partial; rates above refer to the full screens.

SMILES | MBNL1-CUG inh | GALK inhibitor | Mito fusion act | USP2a block | Chronic BCR inh | TSHR antagonist | KCNH2 WT inh | Eya2 phos inh | ASM inhibitor | Menin MLL FP TR | PKM2 activator
O=C(COC(=O)c1ccc([N+](=O)[O-])s1)NC(c1ccccc1)c1ccccc1 | nt | -3% | 0% | -1% | 0% | -6 | -33 | 3% | -2% | 17% | -7%
Cc1ccc(C(=O)NCCNc2nc3cc(C)c(C)cc3cc2C)cc1 | 8% | -1% | 4% | 3% | 4% | 9 | 10 | -4% | -13% | ? | 6%
C=CCSc1nnc(NC(=O)Cn2cnc3c2c(=O)n(C)c(=O)n3C)s1 | nt | 0% | 0% | 1% | -1% | -3 | -7 | 2% | 1% | -1% | 4%
COc1cccc(CSCC(=O)NCCc2ccccc2)c1OC | 3% | 10% | -1% | 3% | -2% | -5 | -7 | 17% | -4% | -25% | nt
Cc1cc2nc(SCCN3CCOCC3)[nH]c2cc1C | 3% | 0% | -1% | 2% | 5% | 10 | -1 | -5% | 2% | 9% | 2%
CN1CCCC(OC(=O)COc2ccccc2)C1 (stereo not drawn) | -11% | 0% | 3% | -2% | 0% | 5 | 7 | -3% | 0% | 4% | 2%
CN(C)S(=O)(=O)Oc1ccccc1C(=O)Nc1ccccc1Cl | -2% | 4% | 4% | 0% | 2% | -10 | -12 | -7% | 6% | -8% | 1%
COC(=O)C1C(=O)C2=C(CC1C)NC(=O)CC2c1ccc(O)c(OC)c1 (stereo not drawn) | -16% | -5% | 2% | 1% | 0% | 16 | 2 | 11% | -2% | 19% | -2%
Cc1noc(C)c1CSCC(=O)Nc1ccccc1N1CCCCC1 | nt | nt | ? | 0% | 4% | -22 | nt | 4% | nt | nt | nt
Cn1c(=O)n(CCCOc2ccc(Br)cc2)c2ccccc21 | 6% | 0% | 19% | nt | nt | nt | -13 | nt | -16% | -6% | -1%
Cc1ccc2c(C)c(C(=O)Nc3ccc(S(=O)(=O)Nc4onc(C)c4C)cc3)oc2c1 | -2% | -4% | -1% | 4% | ? | -20 | -2 | -10% | 12% | ? | -1%
CCc1ccc(C(=O)CN2C(=O)NC3(CCOc4ccccc43)C2=O)s1 (stereo not drawn) | nt | nt | 4% | 2% | 0% | -6 | 1 | 0% | -6% | nt | nt
CCOC(=O)CSc1cc(C)nc(NC(C)=O)n1 | -4% | -1% | 0% | 3% | -2% | 10 | -6 | 2% | 4% | -4% | -3%
CCN(CC)S(=O)(=O)c1cc(C(=O)OCC(=O)c2ccc3c(c2)NC(=O)CO3)ccc1Cl | 8% | 0% | -7% | nt | nt | nt | 0 | nt | 5% | 12% | -3%
Cc1nc(OCc2c(C)noc2C)c2ccccc2n1 | -4% | 8% | 0% | 0% | -7% | 2 | -2 | 9% | 3% | 1% | -1%
CC(=O)c1cccc(NC(=O)Nc2ccccc2)c1 | 0% | 3% | -2% | 2% | 2% | 7 | 5 | -1% | 2% | 36%[activator] | nt
CCCC(=O)Nc1c(C)nn(C(=O)CCC)c1C | 17% | 1% | 0% | nt | nt | nt | 3 | nt | 1% | 1% | 12%
CN(C)CCNC(=S)NC1CCCCC1 | 6% | 2% | 2% | 3% | -1% | 8 | -3 | -3% | 4% | -28% | ?
Cc1ccc(S(=O)(=O)Nc2ccc(Cl)cc2C(=O)c2ccccc2)cc1 | -9% | -2% | ? | 3% | ? | -7 | -2 | -9% | -3% | -3% | 5%
COCCn1c(SC(C)C(=O)NC2CCCCC2C)nc2ccccc2c1=O (stereo not drawn) | nt | nt | 3% | 2% | 4% | 6 | 4 | -4% | 0% | nt | nt
O=C1OC(Cc2ccccn2)C(O)=C1C1=NCCCN1 (stereo not drawn) | 9% | 5% | -1% | 2% | 0% | -2 | -2 | 10% | -1% | 9% | 0%
O=C(CCN1CCOCC1)NCC1COc2ccccc2O1 (stereo not drawn) | -4% | 1% | 2% | 2% | -4% | 10 | 6 | 5% | 2% | 4% | 4%
O=C(/C(Cl)=C/Nc1ccc(Br)cn1)C(F)(F)F | 10% | 10% | 10% | -3% | -6% | 11 | 2 | -2% | -7% | 0% | -3%
CCOC(=O)CC(=O)CSc1n[nH]c(=O)[nH]c1=O | 0% | -2% | 1% | 11% | 4% | -3 | 10 | 7% | 2% | nt | 2%
CC1=C([N+](=O)[O-])C(c2ccc(O)c(O)c2)NC(=O)N1 (stereo not drawn) | ? | 1% | 2% | -1% | 2% | -25 | 4 | 8% | 3% | -10% | nt

Next part:
SMILES | MBNL1-CUG inh | GALK inhibitor | Mito fusion act | USP2a block | Chronic BCR inh | TSHR antagonist | KCNH2 WT inh | Eya2 phos inh | ASM inhibitor | Menin MLL FP TR | PKM2 activator
Cc1nc2cc(C(=O)O)ccc2n1-c1ccccc1 | 0% | 2% | -3% | -2% | 9% | -10 | 8 | -1% | 5% | 3%[11.7 µM] | 1%
NNC(=O)COc1ccccc1[N+](=O)[O-] | 12% | 4% | 0% | 0% | ? | 12 | nt | -13% | -1% | 4% | 0%
COC(=O)Cc1cnc(NC(=O)CSc2nc(C(C)C)cc(=O)[nH]2)s1 | -4% | -1% | 0% | 3% | -1% | -6 | 12 | -2% | 9% | -12% | nt
CCCC1(CCC)NC(=O)N(CC(=O)Nc2ccc(Cl)c(S(=O)(=O)N3CCOCC3)c2)C1=O | nt | nt | nt | 2% | 2% | 11 | 13 | -13% | 0% | nt | nt
Cc1cc(NC(=O)c2ccc(S(=O)(=O)N(C)C)cc2)no1 | -7% | 0% | 2% | 0% | ? | -2 | -3 | -1% | 0% | 9% | 2%
CC(C)Cn1c(N)c(C(=O)COC(=O)CCc2nc3ccccc3c(=O)[nH]2)c(=O)n(C)c1=O | nt | nt | -1% | 0% | -4% | ? | 3 | 8% | -2% | nt | nt
Cc1nc2nc(SCC(=O)N3CCOCC3)nn2c(C)c1Cc1ccccc1 | 4% | 1% | 0% | 0% | 6% | -5 | 0 | -15% | -2% | -28% | 3%
COc1ccc(-n2c(=S)[nH]c3cc(C(=O)Nc4ccc(F)cc4)ccc3c2=O)c(OC)c1 | 2% | 0% | -1% | -9% | ? | -6 | -4 | -15% | -13% | ? | -2%
CCCN1CCN(C(=O)c2cc(COc3ccc4ncccc4c3)on2)CC1 | 7% | 2% | -5% | -1% | 0% | 12 | -13 | 13% | -3% | -5% | -14%
CCCCN1CC(=O)N2[C@H](c3ccc(OC)cc3)[C@@H]3C(=O)N(CC)C(=O)[C@@H]3[C@]2(Cc2ccccc2)C1=O | 0% | nt | -1% | 1% | -3% | 2 | nt | -13% | 7% | -6% | 1%
CC1CCCN(CCC(=O)Nc2ccccc2)C1 (stereo not drawn) | -7% | 3% | -3% | 3% | -2% | 5 | 0 | 1% | 1% | -6% | -2%
Cc1[nH]c2ccccc2c1CCCO | -10% | -1% | 6% | 5% | -9% | -8 | 1 | -24% | 49%[activator] | 8% | -1%
O=C(CSc1nnc2ccccn12)c1ccc(OC(F)F)cc1OC(F)F | 5% | -1% | 1% | -2% | -2% | -4 | -13 | 21% | -3% | 5% | -2%
CS(=O)(=O)N(CC(=O)Nc1ccc(S(=O)(=O)N2CCCC2)cc1)c1ccccc1F | -17% | 1% | -7% | 3% | 2% | 11 | -24 | 1% | 0% | -15% | 19%
CO/N=C/CC(=O)c1ccc(-c2ccccc2)cc1 | 2% | 0% | 2% | -3% | 0% | -4 | i | -4% | 15% | 18% | -2%
CCN1C(=NCc2ccc(OC)cc2)N[C@@H](c2ccccc2)C(C(=O)OC)=C1C | -5%&1% | nt | -5%&0% | 0%&1% | 7%&1% | 2&5 | -4 | 7%&-10% | 1% | ? | -1%&0%
CCc1c(C)nc(SCC(N)=O)c(C#N)c1C | 1% | 0% | 2% | 4% | -3% | 9 | 2 | 1% | 2% | 1% | -2%
O=C1CCC(O)CCN1CCSc1ccccc1 (stereo not drawn) | -7% | nt | 0% | 2% | -9% | 13 | -5 | 3% | 1% | 3% | 1%
CC(OC(=O)c1cccc(S(=O)(=O)Nc2ccccc2F)c1)C(=O)NCc1ccc2c(c1)OCO2 (stereo not drawn) | -19% | 0% | -1% | 3% | -1% | 5 | -4 | -6% | -3% | 11% | 3%
